High-throughput results (PubChem BioAssay)
hERG protect = compounds protecting human hERG from proarrhythmic drug block. CHO-hERG, FluxOR thallium flux, dofetilide IC70 present. 310,000 tested, 0.51% active. AID 1511. activation (rescue from dofetilide block), less the hit threshold, % at 10 µM;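 active = activation above the mean of controls blocked by dofetilide plus 5 SD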;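 also: thallium influx through hERG after potassium depolarization seen as dye fluorescence rise; in these data hits start at about 4.7%; inactives centre near -7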
KCNQ1 block = inhibitors of human KCNQ1 potassium channel; CHO-K1 KCNQ1, FluxOR thallium flux fluorescence; hits give high values; B-score at 10 µM; 310,000 tested, 1.3% active; AID 2642;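 active = compounds whose thallium flux B-score, printed positive for inhibition, exceeds three library SD while starting fluorescence stays within three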;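 also: channel opened by potassium depolarization with thallium stimulus after 20 min compound exposure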
TRPC4 potent = allosteric potentiators of mouse TRPC4 channel. Q9QUQ5. 310,000 tested, 0.42% active. HEK293 TRPC4beta/mu-opioid, DAMGO EC20, Fluo-4 Ca2+ flux; hits give high values. B-score at 10 µM;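 active = B-score of calcium response area above 5 SD of library B-scores, with initial fluorescence ratio within 5 SD of library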;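 also: B-score of integrated fluorescence ratio over time as area under calcium response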
KCNK3 block = human KCNK3 channel inhibition, primary screen | AID 602410 | O14649 | 340,000 tested, 0.84% active | CHO-KCNK3 thallium flux, FluxOR fluorescence; hits give low values | B-score at 10 µM;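 active = B-score under library mean minus 4 SD, starting fluorescence ratio at most library mean plus 5 SD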;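 also: more negative B-score means stronger inhibition of thallium flux through KCNK3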
TMEM16A inh = inhibitors of mouse TMEM16A calcium-activated chloride channel; Q8BHY3; HEK293 TMEM16A/YFP iodide influx fluorescence, ionomycin; normalized B-score (activity score, 25-100; higher = stronger inhibition) at 10 µM; 310,000 tested, 1.2% active; AID 588511;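 active = ratio plate-corrected score three or more library SD toward inhibition, starting fluorescence score within five deviations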;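 also: score derived from kinetic fluorescence span divided by baseline fluorescence per well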
KCNQ1 pot = potentiators or activators of human KCNQ1 potassium channel. P51787. CHO-K1 KCNQ1, thallium flux FluxOR fluorescence; hits give high values. B-score at 10 µM. 310,000 tested, 0.35% active;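 active = fluorescence ratio B-score, a plate-corrected score, at least three library SD, with initial intensity B-score within 5 SD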
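assay system = CHO-K1 cells stably expressing KCNQ1 | medium = assay buffer, equal DMSO in all wells | timing = 37 °C overnight plating, 90-min dark dye load, 20-min compound pretreatment | measured by = kinetic FluxOR thallium fluorescence, 10-s 1-Hz baseline, 110-s post-stimulus read | measure = fluorescence change relative to baseline, converted to B score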
KCNK9 block = inhibitors of human KCNK9 two-pore domain potassium channel. HEK293 KCNK9, FluxOR thallium flux fluorescence; hits give low values. B-score at 10 µM. 310,000 tested, 1.2% active. AID 488922;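 active = ratio B-score over 3 SD below the library mean, with starting fluorescence within 5 SD of its mean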;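 also: negative B-score means less thallium flux so channel inhibition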
Target sequence (Q9NPC2 whole entry, looked up, the tested form may be a part): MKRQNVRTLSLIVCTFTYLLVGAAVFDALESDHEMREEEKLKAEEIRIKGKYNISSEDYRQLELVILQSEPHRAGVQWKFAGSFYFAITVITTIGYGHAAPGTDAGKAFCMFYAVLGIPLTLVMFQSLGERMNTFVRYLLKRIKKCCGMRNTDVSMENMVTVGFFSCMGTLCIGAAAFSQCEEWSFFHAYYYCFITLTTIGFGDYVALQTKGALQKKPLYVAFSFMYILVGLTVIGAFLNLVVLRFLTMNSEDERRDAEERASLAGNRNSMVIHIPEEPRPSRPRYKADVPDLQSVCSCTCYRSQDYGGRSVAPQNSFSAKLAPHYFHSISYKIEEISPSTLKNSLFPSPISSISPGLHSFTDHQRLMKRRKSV
TMEM16A act = mouse TMEM16A channel activation, primary screen; B-score at 10 µM; 340,000 tested, 0.3% active; AID 623877; HEK293 TMEM16A/YFP-H148Q/I152L, iodide quench fluorescence; hits give low values; Q8BHY3;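 active = fluorescence-ratio B-score plate-corrected deviation score at least 3 library SD below zero, with starting fluorescence score within 5 deviations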;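 also: channel opened by trigger with iodide after compound preincubation; score built on the fluorescence ratio of max minus min over baseline; more negative score means more quench and so TMEM16A activation or potentiation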
TRPC4 agonist = TRPC4 (mouse) channel activation; HEK293 TRPC4beta/mu-opioid, Fluo4 calcium fluorescence; hits give high values; 310,000 tested, 0.49% active; B-score at 10 µM;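 active = B-score above 5 SD of library B-scores, and initial fluorescence ratio not above library mean plus 5 SD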;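 also: positive B-score marks a calcium rise read as TRPC4 activation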
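Assay system: HEK293 cells stably co-expressing mouse TRPC4beta and mu-opioid receptor / Timing: Fluo4 dye loading 45 min at room temperature, 110 s recording / Signal: Fluo4 calcium-sensitive dye fluorescence, kinetic, 1 Hz baseline / Read-out: integrated baseline-normalised fluorescence ratio, converted to per-well B score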
HDAC3 inhib = inhibitors of human histone deacetylase 3. O15379. recombinant HDAC3, fluorogenic peptide/trypsin coupled, fluorescence. inhibition, % at 8.3 µM. 320,000 tested, 0.15% active. AID 2718; in the data active = inhibition above about 26%, passing the limit was not always enough
Target sequence (O15379 whole entry, looked up): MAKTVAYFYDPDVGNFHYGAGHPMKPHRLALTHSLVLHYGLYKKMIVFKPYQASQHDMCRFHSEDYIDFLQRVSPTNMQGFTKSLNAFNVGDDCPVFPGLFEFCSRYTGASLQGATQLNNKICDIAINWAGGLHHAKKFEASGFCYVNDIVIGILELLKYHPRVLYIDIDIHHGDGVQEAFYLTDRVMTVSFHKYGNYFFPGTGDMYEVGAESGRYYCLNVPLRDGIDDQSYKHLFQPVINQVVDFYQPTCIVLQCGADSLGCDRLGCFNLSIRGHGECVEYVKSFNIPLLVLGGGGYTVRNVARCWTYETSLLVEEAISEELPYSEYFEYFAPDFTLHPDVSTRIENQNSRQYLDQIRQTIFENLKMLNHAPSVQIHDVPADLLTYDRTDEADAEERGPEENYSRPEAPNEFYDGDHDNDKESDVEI
Dyrk1A ADPGlo = blocks rat Dyrk1A kinase activity; AID 504441; 310,000 tested, 0.43% active; ADP-Glo luminescence, NFATc1 peptide; inhibition, % at 12.5 µM; Q63470; in the data active = inhibition above about 50%;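 also: plate controls were vehicle with enzyme for no effect and no enzyme for full effect; many of its hits are not listed in these tables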
An asterisk follows results filed as active; i = inactive; . = not tested or not shown.

SMILES	hERG protect	KCNQ1 block	TRPC4 potent	KCNK3 block	TMEM16A inh	KCNQ1 pot	KCNK9 block	TMEM16A act	TRPC4 agonist	HDAC3 inhib	Dyrk1A ADPGlo
CCCOc1ccc(C(CC(=O)O)NC(=O)CC(c2ccccc2)c2ccccc2)cc1 (centres undefined)	-6	i	i	i	i	i	i	i	i	0	-5
COc1cc(/C=C/c2ccc3cccc([N+](=O)[O-])c3n2)ccc1OCC#N	-14	i	i	i	i	i	i	i	i	-4	-7
CCOn1c(=O)c(-c2cccs2)[n+]([O-])c2ccccc21	-4	i	i	i	i	i	i	i	i	4	-26
Cc1nn(-c2ccccc2)c(N2CCCC2)c1/C=N/NC(=O)c1cccc(S(=O)(=O)Nc2ccc(Cl)cc2)c1	-2	7*	i	i	i	i	i	i	i	.	10
Cc1ccc(C(c2nnnn2C2CCCCC2)N2CCc3ccccc32)cc1 (centres undefined)	-8	i	i	i	i	i	i	i	i	8	-4
CCCCc1ccc(N/C(N)=N/c2nc(C)cc(C)n2)cc1	-17	11*	i	i	100*	i	i	-5.6*	77*	2	.
CC(C)(C)c1ccc(OCCC(=O)NNC(=O)c2ccccc2)cc1	-20	i	i	i	i	i	i	i	i	5	8
COc1ccc(OC)c(-c2csc(NC(=O)C3=NN(c4ccccc4)C(=O)CC3)n2)c1	-13	i	i	i	i	i	i	i	i	7	-5
O=C(CCS(=O)(=O)c1ccc(Br)cc1)N1CCN(Cc2ccccc2)CC1	-4	i	i	i	i	i	i	i	i	-9	2
NNc1nc2cc3c(cc2s1)OCCO3	-6	i	i	i	i	i	i	i	i	-3	1
O=C(Nc1ccncc1)c1cccc(S(=O)(=O)N2CCCC2)c1	-6	i	i	i	i	i	i	i	i	.	1
CCN(CC)CC(O)CN(c1ccccc1)S(=O)(=O)c1ccc2ccccc2c1 (centres undefined)	-10	i	i	i	i	i	i	i	i	4	3
Cc1cc(Nc2ccccc2)c2c([N+](=O)[O-])cc(C)c(C)c2n1	.	.	.	i	i	.	.	i	.	1	14
O=C(Nc1ccccc1)C1=C[C@@H](C2CC2)C[C@@H](OCCCCO)O1	-3	i	i	i	i	i	i	i	i	3	-1
CCN(CC)C(=O)c1sc(NC(=O)c2cc(-c3ccc(C)s3)nc3ccccc23)c(C(=O)OC)c1C	-5	i	i	i	i	i	i	i	i	1	4

Among those listed so far, these have a nitro group on carbon:
SMILES	hERG protect	KCNQ1 block	TRPC4 potent	KCNK3 block	TMEM16A inh	KCNQ1 pot	KCNK9 block	TMEM16A act	TRPC4 agonist	HDAC3 inhib	Dyrk1A ADPGlo
COc1cc(/C=C/c2ccc3cccc([N+](=O)[O-])c3n2)ccc1OCC#N	-14	i	i	i	i	i	i	i	i	-4	-7
Cc1cc(Nc2ccccc2)c2c([N+](=O)[O-])cc(C)c(C)c2n1	.	.	.	i	i	.	.	i	.	1	14

Additional structures.
SMILES	hERG protect	KCNQ1 block	TRPC4 potent	KCNK3 block	TMEM16A inh	KCNQ1 pot	KCNK9 block	TMEM16A act	TRPC4 agonist	HDAC3 inhib	Dyrk1A ADPGlo
CCOC(=O)C1(CCOc2ccccc2)CCN(Cc2ccc3nonc3c2)CC1	-17	i	i	i	i	i	i	i	i	2	-4
COc1ccc(OCC(=O)Nc2cccc(NC(=O)c3ccco3)c2)cc1	-14	i	i	i	i	i	i	i	i	-4	-24
COc1cc(/C=C2/C(=O)c3cccc([N+](=O)[O-])c3C2=O)c(Br)cc1O	.	.	.	i	25*	.	.	i	.	2	36
O=C1CCc2cc(S(=O)(=O)N3CCCCC3)cc3c2N1CCC3	-13	i	i	i	i	i	i	i	i	-1	6
CC1(C)OC(=O)C(=CNc2cccc(O)c2)C(=O)O1	1	i	i	i	i	i	i	i	i	4	-1
CN(CCCNC(=O)c1cc2c(=O)[nH]c3ccccc3c2n1C)Cc1ccccc1	-2	i	i	i	i	i	i	i	i	.	43
COc1ccccc1NC(=O)c1nn(-c2ccc(Cl)cc2)ccc1=O	-6	i	i	i	i	i	i	i	i	0	0
Cc1cccc2c1cnn2C(=O)CCC(=O)N1CC(C)CC(C)C1 (centres undefined)	-13	11*	i	i	i	i	i	i	i	-5	0
COc1ccc(OC)c(CN(CCCN2CCOCC2)S(=O)(=O)c2ccc(NC(C)=O)cc2)c1	-2	i	i	i	i	i	i	i	i	1	-3
CCOC(=O)C1(CC)CC(CSc2nc3ccccc3[nH]2)OC1=O (centres undefined)	-8	i	i	i	i	i	i	i	i	1	-8
O=C(Nc1ccc([N+](=O)[O-])c(NC(=O)C2CCCO2)c1)C1CCCO1 (centres undefined)	-4	i	i	i	i	i	i	i	i	1	-6
O=C(Nc1ccc(F)cc1)N1CCCN(c2ccc(C(F)(F)F)cn2)CC1	-9	i	i	i	i	i	i	i	i	2	-1
Cc1cc(Nc2cc(F)ccc2C)n2ncnc2n1	-5	i	i	i	i	i	i	i	i	4	7
O=c1c2ccccc2nc(-c2ccc(Cl)c(Cl)c2)n1O	21*	i	i	i	i	37*	i	i	i	4	-8
O=C(/C=C/c1ccc2c(c1)OCO2)Nc1nc(-c2ccccc2)cs1	-14	i	i	i	i	i	i	i	i	-2	0
CC1=NNC(=O)C1Oc1ccccc1 (centres undefined)	-2	i	i	i	i	i	i	i	i	-10	-1
CCOc1cccc(-c2c(C(=O)N/N=C(\C)c3ccccn3)nnn2-c2nonc2N)c1	-14	i	i	i	i	i	-7*	i	i	17	4
CCn1c(Cc2c(C)[nH]c3ccccc23)n[nH]c1=S	-12	i	i	i	i	i	i	i	i	3	0
O=S(=O)(c1ccc(F)cc1)c1nc(-c2ccccc2F)oc1N1CCCCC1	-11	i	i	i	i	i	i	i	i	3	7
COc1ccccc1N1C(=O)N(CC(=O)C(C)(C)C)c2ccccc2S1(=O)=O	-4	i	i	i	i	i	i	i	i	-1	-1
CCC(C)c1ccc(OCC(=O)NNC(=O)C2CCCCC2)cc1 (centres undefined)	-8	i	i	i	i	i	i	i	i	8	0
Cc1c(NC(=O)CSc2n[nH]c(-c3ccccc3)n2)c(=O)n(-c2ccccc2)n1C	-13	i	i	i	i	i	i	i	i	2	6
N#CCCN(Cc1cccnc1)C(=S)NC(=O)c1ccco1	-2	i	i	i	i	i	i	i	i	4	1
COc1ccc(C2C(C(N)=O)=C(C)Nc3nc(CCCO)nn32)cc1 (centres undefined)	-2	i	i	i	i	i	i	i	i	1	-1
CC(C)CN(CCCNC(=O)CN1C(=O)COc2ccc(S(=O)(=O)N3CCOCC3)cc21)CC(C)C	-10	i	i	i	i	i	i	i	i	-8	.
COCC(C)n1c(SCC(=O)NC(=O)Nc2ccc3c(c2)OCCO3)nc2ccccc2c1=O (centres undefined)	0	i	i	i	i	i	i	i	i	-1	34
Cc1cc(C)cc(NC(=O)c2cc(Cl)sc2Cl)c1	-6	i	i	i	i	i	i	i	i	-1	-3
N=c1ccn(Cc2c(Cl)cccc2Cl)cc1	-11	i	i	i	i	i	i	i	i	4	.
CCOC(=O)c1c(NC(=O)CNCCOC)sc2c1CCCC2	-14	i	i	i	i	i	i	i	i	0	4
CC(CN1c2ccccc2Sc2ccccc21)N(C)C (centres undefined)	-8	i	i	i	i	i	i	i	i	5	10

The last 2 compounds of the section above come first, to join the parts:
SMILES	hERG protect	KCNQ1 block	TRPC4 potent	KCNK3 block	TMEM16A inh	KCNQ1 pot	KCNK9 block	TMEM16A act	TRPC4 agonist	HDAC3 inhib	Dyrk1A ADPGlo
CCOC(=O)c1c(NC(=O)CNCCOC)sc2c1CCCC2	-14	i	i	i	i	i	i	i	i	0	4
CC(CN1c2ccccc2Sc2ccccc21)N(C)C (centres undefined)	-8	i	i	i	i	i	i	i	i	5	10
Cc1occc1C(=O)Nc1ccc(S(=O)(=O)N2CCCC2)cc1	-7	i	i	i	i	i	i	i	i	3	-4
COc1ccc(C(=O)N2CCC(C(=O)NCc3ccccn3)CC2)cc1	-7	i	i	i	i	i	i	i	i	-1	-52
O=C1N/C(=C\c2ccccc2)c2ccccc21	-9	i	i	i	i	i	i	i	i	7	38
CCOc1nc(Oc2cccc(C(=O)O)c2)nc(Oc2cccc(C(=O)O)c2)n1	-6	i	i	i	i	i	i	i	i	6	4
CC(C)(C)c1ccc2c(c1)N(CC(=O)N1CCCC1)C(=O)CO2	-4	i	i	i	i	i	i	i	i	13	-1
O=C(CCNC(=O)C1CCN(S(=O)(=O)c2ccc(F)cc2)CC1)NCc1cccc(Cl)c1	-7	i	i	i	i	i	i	i	i	5	.
CCOc1cc(Br)c(C=O)cc1OCC	-6	i	i	i	i	i	i	i	i	2	-6
O=C(CSc1ncc(C(F)(F)F)cc1Cl)N1CCN(S(=O)(=O)c2ccc(Cl)cc2)CC1	3	i	i	i	i	i	i	i	i	17	-3
S=c1[nH]nc(-c2cnccn2)n1-c1ccccc1	-3	i	i	i	i	i	i	i	i	18	1
CC(=O)N1c2c(cc(Br)cc2S(=O)(=O)N2CCCCC2)CC1C (centres undefined)	-6	i	i	i	i	i	i	i	i	5	-4
N#C/C(=C\c1ccccc1)c1nc2ncccc2[nH]1	-6	i	i	i	i	i	i	i	i	4	5
CC(=O)c1cc(-c2ccc(F)cc2)n(CCC(=O)Nc2cc(C)[nH]n2)c1C	-11	i	i	i	i	i	i	i	i	1	5
CC(C)(C)c1ccc(S(=O)(=O)N2CCCCC2)cc1	-10	i	i	i	i	i	i	i	i	-3	-1
C/C(=N/NC(=O)CSCc1ccc(Cl)cc1)c1cccc(NC(=O)c2ccccc2)c1	3	i	i	i	i	i	i	i	i	2	-1
CCOc1cc(CNCCO)cc(Br)c1OCc1ccccc1Cl	-9	i	i	i	25*	i	i	i	i	-7	13
CCC(=O)N(Cc1cc2cc(OC)ccc2[nH]c1=O)c1cc(C)ccc1C	-3	i	i	i	i	i	i	i	i	-1	3
O=C(NCCc1c[nH]c2ccccc12)c1cc(Cl)c2c(c1)OCO2	-17	i	i	i	i	i	i	i	i	21	4
O=C(O)CCCN=C1NC2(CCCC2)Cc2ccccc21	-6	i	i	i	i	i	i	i	i	0	4
Cc1csc(SCC(=O)N(C)CC(=O)Nc2ccccc2Cl)n1	-12	i	i	i	i	i	i	i	i	7	-6
COc1ccc(NC2CC(=O)N(c3cccc([N+](=O)[O-])c3)C2=O)cc1 (centres undefined)	-13	i	i	i	i	i	i	i	i	11	-1
c1ccc2c(N3CCCCC3)nc(N3CCOCC3)nc2c1	-7	i	i	i	i	i	i	i	i	0	.
O=C1c2cccc3c([N+](=O)[O-])ccc(c23)C(=O)N1c1ccc(Cl)cn1	-19	7*	i	i	i	i	i	i	i	2	-9
COc1ccc(OC)c(C(=O)c2ccc(Cl)cc2)c1	-10	i	i	i	i	i	i	i	i	-2	0

This is a subset (hit frequency here may not be typical).
